# Screening results deposited in PubChem by several laboratories.
# SIAH1 antagonists: Siah-1 peptide-binding antagonists, primary screen, biochemical, fluorescence polarization, rhodamine-plectin, uHTS (AID 1817) | Siah-1 / rhodamine-plectin peptide fluorescence polarization; higher % means a stronger effect | one-dose displacement, % at 20 µM; IC50 in µM for titrated hits | hit rate 0.02% among 290,000;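 active = displacement of at least 50% at 20 µM, with a fluorescence ratio check between 0.3 and a set limit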;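 also: plate controls were Siah plus tracer with DMSO for no effect and tracer alone without Siah for full effect; strong numbers were not always called active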
# PhoP inhibition: inhibitors of PhoP regulon expression, primary screen, Salmonella Typhimurium, GFP reporter (AID 1863); S. Typhimurium PhoP-regulated promoter GFP reporter, 4 h; higher % means a stronger effect; one-dose inhibition, % at 50 µM; IC50 in µM for titrated hits; hit rate 0.16% among 300,000;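 active = inhibition over 29.93%, a cutoff 3 SD above the screen mean, later confirmed by dose response; inconclusive = inhibition over 29.93% but no dose response follow-up; inactive = inhibition at most 29.93% or unconfirmed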;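 also: 0% = low Mg2+ inducing control and 100% = high Mg2+ repressing control; strong numbers were not always called active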
# LYP phosphatase: inhibitors of LYP phosphatase, biochemical, fluorescence intensity, uHTS (AID 1779); one-dose inhibition, % at 11.5 µM; IC50 in µM for titrated hits; hit rate 0.054% among 290,000; Tyrosine-protein phosphatase non-receptor type 22 (Homo sapiens); recombinant LYP phosphatase, fluorescence intensity; higher % means a stronger effect;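 also: plate controls were vehicle with enzyme for no effect and no enzyme for full effect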
# KOR beta-arrestin-1: KOR antagonists, beta-arrestin recruitment, cell-based, luminescence, uHTS (AID 1778); hit rate 0.091% among 290,000; Kappa-type opioid receptor (Homo sapiens); KOR beta-arrestin recruitment, luminescence, antagonist mode; higher % means a stronger effect; inhibition, % at 10 µM; hits with a dose series show IC50 in µM; also: strong numbers were not always called active
# KOR beta-arrestin-2: KOR agonists, beta-arrestin recruitment, primary screen, cell-based, luminescence, uHTS (AID 1777); KOR beta-arrestin recruitment, luminescence; higher % means a stronger effect; activation, % at 10 µM; hits with a dose series show EC50 in µM; hit rate 0.02% among 280,000; Kappa-type opioid receptor (Homo sapiens); in the data active = activation above about 50%, passing the limit was not always enough; also: a part of the inactive calls stands beside numbers as strong as those of hits
# NOD1 NF-kB reporter: NOD1 signaling inhibitors, primary screen, cell-based, luminescence, uHTS (AID 1578); NOD1-driven NF-kB luciferase reporter cells, luminescence; higher % means a stronger effect; hit rate 1% among 290,000; inhibition, % at 4 µM; hits with a dose series show EC50 in µM; in the data active = inhibition mostly above about 36%, no sharp cut-off; inactive = mostly below about 34%;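 also: HEK-293T reporter cells stimulated with the NOD1 agonist gamma-tri-DAP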
# NOD2 inhibition: NOD2 signaling inhibitors, cell-based, luminescence, uHTS, HEK293 (AID 1566) | HEK293 NOD2/NF-kB luciferase reporter, luminescence; higher % means a stronger effect | one-dose inhibition, % at 4 µM; EC50 in µM for titrated hits | hit rate 0.63% among 290,000; also: many of its hits are not listed in these tables
# HIV fusion peptide: inhibitors of HIV fusion peptide binding, primary screen, biochemical, uHTS, fluorescence dequenching (AID 1986). cell-free peptide binding, fluorescence dequenching, 30 min; higher % means a stronger effect. hit rate 0.3% among 290,000. inhibition, % at 20 µM; hits with a dose series show IC50 in µM; in the data active = inhibition mostly above about 52%, no sharp cut-off; inactive = mostly below about 76%; also: some results filed as inactive read as strong as hits
# Myeloid diff MLP: induction of myeloid progenitor differentiation, primary screen, cell-based, flow cytometry, MLPCN library; ER-HoxA9 myeloid progenitors, lysozyme-GFP differentiation; calls only at 10 µM; hit rate 1% among 360,000;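 active = normalized GFP-positive differentiation at or above the plate's own cutoff, the solvent-only control mean plus 3 SD; inconclusive = no clear call, values can overlap the other calls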;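 also: cells exposed to compound for four days before flow analysis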
# Myeloid diff MLP GFP+ MAC1+ %: further read-out of Myeloid diff MLP, marked with its call; GFP+ MAC1+ double positive, %; measured here: differentiation confirmed by MAC1 staining
# * hit, by the source's call; i = inactive; ? = inconclusive; / = not tested or not shown; + = active, no number; [ ] = remark or other dose. Rule as the data show it, unless noted: active = inhibition above about 50%; inactive = the rest.
SMILES,SIAH1 antagonists,PhoP inhibition,LYP phosphatase,KOR beta-arrestin-1,KOR beta-arrestin-2,NOD1 NF-kB reporter,NOD2 inhibition,HIV fusion peptide,Myeloid diff MLP,Myeloid diff MLP GFP+ MAC1+ %
Cc1ccc(C)c(S(=O)(=O)N/N=C/c2ccc(C(=O)O)cc2)c1,3%,-1%,-5%,-17%,3.6%,-42%,7%,-0.3%,i,1.6
COc1ccc(NS(=O)(=O)c2ccc(O)c(C(=O)OCC(=O)Nc3ccc4c(c3)OCCO4)c2)cc1,-9%,-18%,-1%,-77%,1.2%,39%,12%,26%,i,0.9
Cc1cccc(C)c1NC(=S)N(Cc1ccccc1)Cc1cccs1,4%,2%,3%,-35%,-0.4%,-23%,-3%,-0.2%,i,0.7
CCOC(=O)CNC(=O)c1sc(NC(=O)c2ccccc2)nc1C,7%,3%,0%,-27%,-3.5%,20%,-23%,3.0%,i,1.1
COc1ccc2c(Cl)c(-c3nnco3)sc2c1,1%,7%,-1%,-21%,-0.7%,0%,-20%,-3.1%,i,0.3
CCOC(=O)Cn1c(-c2cccnc2Cl)nc2cc(C)c(C)cc21,4%,-12%,-9%,-5%,-2.1%,12%,18%,-1.9%,i,1.1
O=C(NCc1ccccc1Cl)c1cc2ccccc2oc1=O,8%,-6%,-8%,-9%[20 µM],-1.0%,-5%,10%,3.4%,i,0.6
CCOC(=O)c1sc(NC(=O)c2cc(-c3ccc(C)cc3)nc3ccccc23)c(C#N)c1C,2%,1%,11%,-26%,4.0%,10%,31%,30%,i,1.5
O=C(/C(C=Nc1ccc(Br)cc1)=C(/O)c1ccco1)C(F)(F)F,3%,8%,1%,-20%,-1.3%,-28%,-134%,0.2%,i,0.3
S=C1NC2=C(C(c3ccc(Br)cc3)N1)N1CCC2CC1 (stereo not given),-1%,5%,-5%,-3%,1.8%,5%,13%,-3.2%,i,0.3
COc1ccc(CCNC(=O)c2ccc3c(c2)N(Cc2ccc(F)cc2)CCS3)cc1OC,-5%,1%,-7%,-63%,1.6%,-34%,0%,-1.3%,i,0.7
COc1ccc(OC(C)C(=O)NCCC2=CCCCC2)cc1 (stereo not given),-1%,-9%,-7%,-33%[20 µM],-0.8%,-35%,3%,1.5%,i,0.5
COC(=O)CN(C)C(=O)c1ccc(OC)c(OC2CCN(C(C)C)CC2)c1,-5%,8%,-1%,-35%[20 µM],-6.1%,14%,-22%,-1.6%,i,0.8
Cc1cccc(COCC(CC(C)C)N2CCN(C(=O)c3ccc(C(F)(F)F)cc3)CCC2=O)c1 (stereo not given),-2%,4%,-6%,-2%,-2.5%,-5%,5%,3.3%,i,1.4
O=C(CNC(=O)c1ccc(Br)cc1)NCC(=O)OCC(=O)c1ccc(F)cc1,2%,-8%,-6%,9%,-0.9%,-19%,18%,5.3%,i,0.4
COc1ccccc1NC(=O)CN(C)S(=O)(=O)c1ccc(F)cc1,-1%,1%,-4%,-1%,1.3%,/,3%,0.0%,i,0.8
COc1ccc(OCc2cccc(C(=O)NN)c2)cc1,-6%,-4%,0%,16%,-1.6%,39%,-91%,-2.4%,+,0.9*
COc1ccc(S(=O)(=O)Nc2nnc(C)s2)cc1,-2%,-30%,-7%,-17%,0.0%,-5%,16%,0.3%,i,0.7
Cc1cc(N2CCOCC2)nc2ccc(NC(=S)NC(C)C)cc12,-1%,11%,0%,-7%,0.2%,-3%,-10%,-2.1%,i,0.1
CCOC(=O)c1sc(SC)c(C(C)=O)c1C,5%,-7%,-8%,-37%,-2.7%,9%,9%,-0.1%,i,1.4
CCCCC1(CO)C(=O)N(c2ccccc2)N(c2ccccc2)C1=O,2%,4%,2%,-4%,5.9%,-11%,-10%,1.3%,i,0.7
CCN1C(=S)N[C@@H](c2cccs2)C(C(=O)OC)=C1C,-2%,4%,0%,5%[20 µM],-3.4%,-20%,-6%,1.0%,i,2.6
O=C(O)CN1C(=O)/C(=C\c2ccc(OC(=O)c3ccco3)cc2)SC1=S,-4%,9%,-2%,0%,-1.4%,-18%,5%,7.3%,i,0.5
O=[N+]([O-])c1ccc(S(=O)(=O)NCCS(=O)(=O)N2CCN(c3ccccc3)CC2)cc1,0%,-4%,2%,-28%,-8.8%,-13%,-4%,-1.3%,i,1.9
Cc1ccc(C(=O)Nc2ccc3c(c2)OCO3)cc1,-2%,-2%,-4%,8%,-3.0%,-21%,-120%,-1.7%,i,3.6

# Compound profiles, from the list above.
# `O=C(/C(C=Nc1ccc(Br)cc1)=C(/O)c1ccco1)C(F)(F)F` is listed as SIAH1 antagonists: 3%; PhoP inhibition: 8%; LYP phosphatase: 1%; KOR beta-arrestin-1: -20%; KOR beta-arrestin-2: -1.3%; NOD1 NF-kB reporter: -28%; NOD2 inhibition: -134%; HIV fusion peptide: 0.2%; Myeloid diff MLP: i; Myeloid diff MLP GFP+ MAC1+ %: 0.3
# `O=C(O)CN1C(=O)/C(=C\c2ccc(OC(=O)c3ccco3)cc2)SC1=S` is listed as SIAH1 antagonists: -4%; PhoP inhibition: 9%; LYP phosphatase: -2%; KOR beta-arrestin-1: 0%; KOR beta-arrestin-2: -1.4%; NOD1 NF-kB reporter: -18%; NOD2 inhibition: 5%; HIV fusion peptide: 7.3%; Myeloid diff MLP: i; Myeloid diff MLP GFP+ MAC1+ %: 0.5
# `O=C(NCc1ccccc1Cl)c1cc2ccccc2oc1=O` is listed as SIAH1 antagonists: 8%; PhoP inhibition: -6%; LYP phosphatase: -8%; KOR beta-arrestin-1: -9%[20 µM]; KOR beta-arrestin-2: -1.0%; NOD1 NF-kB reporter: -5%; NOD2 inhibition: 10%; HIV fusion peptide: 3.4%; Myeloid diff MLP: i; Myeloid diff MLP GFP+ MAC1+ %: 0.6

# Next part.
SMILES,SIAH1 antagonists,PhoP inhibition,LYP phosphatase,KOR beta-arrestin-1,KOR beta-arrestin-2,NOD1 NF-kB reporter,NOD2 inhibition,HIV fusion peptide,Myeloid diff MLP,Myeloid diff MLP GFP+ MAC1+ %
Cc1cc(NCc2ccco2)nc(N2CCC(C(=O)NC3CCCCC3)CC2)n1,-1%,1%,-5%,-3%[20 µM],/,-8%,-5%,-1.4%,i,1.0
CN(C(=O)CO/N=C/c1ccc(Cl)cc1)c1ccccc1,5%,-1%,-2%,19%,-9.4%,-20%,-1%,1.6%,i,0.6
CC(C)(C)c1cc(C(=O)O)c(CN2CCCCC2)o1,0%,3%,-8%,16%,-1.5%,6%,4%,-0.3%,i,0.2
c1ccc2c(c1)nc(-c1ccncc1)n1nnnc21,17%,-1%,-4%,-31%,13%,13%,12%,0.9%,i,0.7
CCc1ccc(NC(=O)CSc2nc3ccsc3c(=O)n2CCCCCC(=O)O)cc1,15%,4%,-2%,4%,1.4%,-24%,9%,8.4%,i,0.1
COc1ccc(NC(=O)CCSc2nnc(C)s2)cc1,-1%,-3%,-4%,-30%,4.4%,1%,-2%,-0.5%,i,1.1
Fc1ccc2c(c1)C(c1ccncc1)=NNC(c1ccccc1)=N2,-5%,-3%,2%,13%,6.3%,16%,-5%,2.8%,i,0.7
Cc1ccc(Nc2nnc(SCC(=O)NCCN3C(=O)CSC3=O)s2)cc1C,-2%,-4%,-1%,6%,-0.6%,-15%,-23%,-0.1%,i,0.4
O=C(NCc1ccc(Cl)cc1)c1noc2c1CCCCC2,-2%,-2%,-1%,10%,1.5%,-25%,-21%,-0.8%,i,7.6
CCCOC(=O)C1=C(C)NC2=C(C(=O)CCC2)C1c1cccc(OC)c1OC (stereo not given),-3%,-4%,0%,18%,-1.4%,8%,1%,-3.0%,i,2.2
C/C(=N\NC(=O)c1cccnc1)c1ccc(-n2ccnc2)cc1,-2%,4%,-4%,-24%,-0.1%,-19%,8%,-1.9%,i,0.4
CCCCn1c(CCn2nc(C)c(Br)c2C)n[nH]c1=S,-1%,3%,0%,-27%,1.9%,-15%,1%,0.0%,i,0.8
CC(C(=O)NCC1CCCO1)n1cc([N+](=O)[O-])cn1 (stereo not given),-4%,0%,-8%,-5%,-2.4%,-16%,9%,-1.3%,i,0.3
CC(=O)N1c2ccccc2NC2=C(C(=O)CCC2)C1c1ccc(F)cc1 (stereo not given),-2%,2%,-5%,-30%,2.3%,2%,9%,-5.0%,i,4.5
NC(=O)NC(=O)CC1S/C(=N/N=C2/NC(=O)CS2)NC1=O (stereo not given),-5%,-11%,-4%,12%,0.4%,-17%,10%,3.6%,i,0.3
CN(CCCNC(=O)CN1C(=O)CC(C)(C)S(=O)(=O)c2ccccc21)C1CCCCC1,-4%,-12%,-5%,19%,7.1%,6%,-9%,-4.0%,i,2.7
COc1ccc(S(=O)(=O)N2CC(=O)Nc3ccccc32)cc1C,8%,-1%,-11%,-5%,-4.4%,-26%,4%,0.2%,i,1.0
Cc1ccc(Nc2nc(N3CCOCC3)c3ccccc3n2)cc1,4%,19%,-4%,14%,-0.6%,18%,4%,-0.3%,i,0.9
COc1cc(C)ccc1OCCOCCOc1ccccc1Br,7%,1%,-2%,11%,1.1%,-10%,-12%,-2.5%,i,0.7
O=C(NC(=S)NC1CCCCC1)c1ccc(Cl)cc1,-2%,-3%,-4%,-16%,14%,-41%,-14%,2.1%,i,0.6
O=S(=O)(c1ccccc1Oc1ccc(Cl)cc1Cl)N1CCCCC1,0%,-2%,-5%,19%,2.4%,-7%,-2%,-1.0%,i,0.5
Cc1cc(C)cc(NC(=O)[C@@H](NC(=O)c2ccco2)C(C)C)c1,3%,5%,-5%,-42%,0.9%,-19%,7%,0.9%,?,/
Cc1nc2[nH]c(=S)n(C)c(=O)c2nc1C,-2%,-13%,-2%,-9%,-1.2%,-13%,12%,0.2%,i,0.4
O=C(COC(=O)c1ccc(S(=O)(=O)N2CCc3ccccc3C2)cc1)NC1CCS(=O)(=O)C1 (stereo not given),14%,-5%,-9%,-3%,-0.6%,4%,1%,-2.9%,i,0.1
Cc1ccccc1NC(=S)NCCc1c[nH]c2ccccc12,-2%,8%,-5%,/,-1.7%,10%,5%,0.2%,i,1.0
O=C(Oc1ccc2ccc(=O)oc2c1)c1ccc([N+](=O)[O-])cc1,-1%,7%,-14%,-20%,6.4%,-9%,4%,-1.2%,i,0.7
Cc1ccc(S(=O)(=O)NCCC(=O)NCc2cccnc2)cc1,12%,2%,-4%,3%,-3.5%,-24%,4%,0.5%,i,0.4
O=C(NCCCCc1ccccc1)c1ccccc1Cl,-2%,-2%,1%,19%,-4.8%,-7%,-8%,4.3%,i,0.3

# 2 compounds picked at random from those above, as already listed:
SMILES,SIAH1 antagonists,PhoP inhibition,LYP phosphatase,KOR beta-arrestin-1,KOR beta-arrestin-2,NOD1 NF-kB reporter,NOD2 inhibition,HIV fusion peptide,Myeloid diff MLP,Myeloid diff MLP GFP+ MAC1+ %
Cc1nc2[nH]c(=S)n(C)c(=O)c2nc1C,-2%,-13%,-2%,-9%,-1.2%,-13%,12%,0.2%,i,0.4
O=C(NCCCCc1ccccc1)c1ccccc1Cl,-2%,-2%,1%,19%,-4.8%,-7%,-8%,4.3%,i,0.3

# An excerpt; count on the stated rates, not on these rows.
